Assay outcomes deposited in PubChem by Fisher Drug Discovery Resource Center.
mcGAS MS inh – inhibitors of mouse cGAS; Q8C6L5; recombinant mouse cGAS, cGAMP by RapidFire MS; inhibition, % at 12.5 µM; 0.18% of 130,000 active;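 active means inhibition of cGAS enzyme activity at or above 60%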;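 further: enzyme stimulated by 45 bp dsDNA with ATP and GTP substrates; cGAMP share of summed cGAMP plus half ATP and half GTP signals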
Target sequence (Q8C6L5 whole entry, looked up): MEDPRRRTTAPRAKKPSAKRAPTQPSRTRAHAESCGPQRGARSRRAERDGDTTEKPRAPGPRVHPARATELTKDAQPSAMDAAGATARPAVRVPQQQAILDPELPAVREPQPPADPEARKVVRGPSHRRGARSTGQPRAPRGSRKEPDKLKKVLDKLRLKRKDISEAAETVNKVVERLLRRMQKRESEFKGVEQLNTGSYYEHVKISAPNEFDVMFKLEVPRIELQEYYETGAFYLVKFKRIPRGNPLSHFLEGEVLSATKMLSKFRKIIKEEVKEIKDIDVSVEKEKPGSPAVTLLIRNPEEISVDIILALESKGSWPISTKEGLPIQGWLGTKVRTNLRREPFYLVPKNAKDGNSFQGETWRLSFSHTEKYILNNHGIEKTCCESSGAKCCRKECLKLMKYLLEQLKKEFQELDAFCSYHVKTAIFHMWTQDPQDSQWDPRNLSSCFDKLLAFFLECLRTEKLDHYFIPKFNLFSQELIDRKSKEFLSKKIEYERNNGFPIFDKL
Active calls of the source: *; & = joins results of further samples.

Structure	mcGAS MS inh
CCN(CC1CCCN(CCc2cccc(OC)c2)C1)C(=O)c1ccc(C)nc1 (stereo unspecified)	-6
CCc1nnc(C(C)S(=O)(=O)c2ccc(Br)cc2)o1 (stereo unspecified)	-9
COCc1cc(CN(C)Cc2nc(-c3ccc(C)s3)oc2C)n[nH]1	-22
OCC1(CCOc2ccccc2)CCN(Cc2cc(Cl)ccc2O)CC1	-9
CCSc1nc2ccccc2n1CC(=O)O	-3
NS(=O)(=O)c1ccc(C(=O)NCCCn2nc(-c3ccc(F)cc3)ccc2=O)cc1	8
O=C(NN1C(=O)NC2(CCCCC2)C1=O)c1cccs1	-6
CC(=O)c1cc(C(=O)N(C)Cc2c(C)noc2C)cs1	-23
COc1cccc(OS(=O)(=O)c2ccc3[nH]c(=O)[nH]c3c2)c1	-8
CCOC(=O)N1CCN(C(=O)CN2CCCc3c(C(N)=O)cccc32)CC1	0
O=C1CN(c2ccccc2)N=N1	-6
CSc1nc(NC(C)C)c2cnn(CCNC(=O)c3c(F)cccc3Cl)c2n1	-11
CCOC(=O)C1(Cc2ccccc2F)CCCN(C(=O)c2ccc(-n3ccnc3)cc2)C1 (stereo unspecified)	-9
CC(=O)Nc1ccccc1NC(=O)CN(C)Cc1nc2ccccc2n1C	-13
CCc1nc(-c2nccn2CC2CCCCO2)c(C)[nH]1 (stereo unspecified)	-18
O=c1ccc(-c2ccccc2)nn1CCCNS(=O)(=O)c1ccccc1	5
CCOC(=O)C1CCN(c2ncnc3c2nnn3C)CC1	-8
CCn1c(SCC(=O)NCc2ccc(C)cc2)nnc1-c1ccco1	-3
CC1(Oc2ccccc2-c2ccno2)CCN(Cc2ccc(-c3ccccc3)o2)C1 (stereo unspecified)	8
CC(C)=CCN1CCN(Cc2cccnc2)CC1CCO (stereo unspecified)	-5
CCCNc1nc(OC(C(F)(F)F)C(F)(F)F)nc(N2CCNCC2)n1	-5
CCOc1cc(CC(=O)N[C@@H](CC(C)C)c2ccccc2N2CCCCC2)ccc1C(=O)O	-6&2
CCCCc1nc2cc(C(=O)N3CCc4[nH]cnc4C3c3cccnc3)ccc2o1 (stereo unspecified)	-6
Cc1nn(C(=O)CNS(=O)(=O)c2ccc(Cl)cc2)c(C)c1Sc1ccc(Cl)cc1	-6
CCCCOc1ccc(S(=O)(=O)NC(=O)C2(C)CCN2C(=O)CCc2ccccc2)cc1 (stereo unspecified)	-12
O=C(NCC1(CCO)CCOC1)C1CC1c1ccco1 (stereo unspecified)	-1
N#Cc1nc2c(S(=O)(=O)c3ccccc3)c(N)n(CCCN3CCOCC3)c2nc1C#N	0
CS(=O)(=O)N1CCC(Oc2ccccc2C(=O)N2CCOc3ccccc3C2)CC1	3
C=CCNC1CCN(c2ccc(CC(=O)N3CCC[C@H]3C(=O)OC)cc2)CC1	-10
CSc1nc(=S)n(Cc2ccccc2)c(C)c1C(C)=O	-12
CNC(=O)Cc1noc(Cc2cccc(Br)c2)n1	-10
CCN(Cc1ccccc1)C(=O)CCN1CCCC1c1ccccn1 (stereo unspecified)	-19
COc1cc(F)c(CN(Cc2cccnc2)C2CCN(C)CC2)cc1OC	-9
CN(C(=O)CCN1CCCCCC1=O)C1CCCN(CCc2ccccc2)C1 (stereo unspecified)	-8
O=c1[nH]c(N2CCC(CN3CCOCC3)C2)nc2ccccc12 (stereo unspecified)	-3
Cc1nnc(SCC(=O)NC(c2ccccc2)c2ccccc2)n1C	0
COC(=O)NC1(C(F)(F)F)C(=O)Nc2c1c(=O)n(C)c(=O)n2C (stereo unspecified)	-13
CCN(CC)c1nc2c3c(n(-c4ccc(OC)cc4)c(=S)c(C#N)c3c1C#N)N=C(C)N2	-7
BrC(C=NN1CCN(Cc2ccccc2)CC1)=Cc1ccccc1	-5
N#CCc1c(C#N)c(N)nc(N2CCCCCC2)c1C#N	12
Cc1noc(C)c1C1CCCN1Cc1cccc(C(=O)Nc2cn(C)nn2)c1 (stereo unspecified)	-5
CCN(CC)S(=O)(=O)c1cccc(-c2nnc(SCc3cccc4ccccc34)o2)c1	-6
COc1ccc(S(=O)(=O)N2CCC(C)CC2)cc1-c1nnc2c3ccccc3c(C)nn12	0
CC1Cc2ccccc2N1C(=O)CN1CCC(c2c[nH]c3ccccc23)CC1 (stereo unspecified)	-6
CCCCc1ccc(N2CCn3c2nc2c3c(=O)n(CCOC)c(=O)n2C)cc1	3
O=C(CN1C(=O)NC2(CCCC2)C1=O)N1CCN(c2ncccn2)CC1	-56
CC(c1cccs1)N(C)S(=O)(=O)c1ccc2c(c1)OCCO2 (stereo unspecified)	-8
O=S(=O)(NCCCOCc1ccco1)N1CCCCC1	-6
O=C(c1cnc[nH]1)N1CCC(=Cc2cc(Cl)ccc2Cl)CC1	-14
Cc1[nH]c(=O)c(C#N)cc1-c1ccncc1	-9&-4
Cc1c(N=C2C=C(Br)C(=O)C(Br)=C2)c(=O)n(-c2ccccc2)n1C	-21
CNC(=O)c1nn(-c2ccccc2)c(=O)cc1OC	-23
Cc1cc(-c2nn3c(CN4CCCCC4)nnc3s2)no1	1
CC(=NNC(=O)Cn1ccc(C(F)(F)F)n1)c1ccco1	-18
CCCCNC(=O)N(C)C(CO)c1ccc(OC)cc1 (stereo unspecified)	-11
CC(C)N(CCC(=O)O)c1nc(Cc2ccccc2)ns1	-2

New compounds follow:
Structure	mcGAS MS inh
CCc1cccc(NC(=O)CCC(=O)N2CCC[C@H]2COC)c1	-11
S=c1n(CN2CCN(c3ccccc3)CC2)nc(-c2cccs2)n1CC1CCCO1 (stereo unspecified)	-11
Cc1noc(C(C)C)c1C(=O)NCc1cccc(C#N)c1	6
CC(=O)c1cccc(NC(=O)Cn2ccc(-c3ccsc3)n2)c1	0
O=C(C1CCCCC1)N(CCN1CCOCC1)c1nc2c(F)cc(F)cc2s1	-8
CC(=O)NC(C)(C(=O)OCC(C)C)C1CC1 (stereo unspecified)	-2
O=C(c1cc(C(F)(F)F)ccc1Cl)N1CC[C@@H](N2CCC(O)CC2)[C@H](O)C1	-8
CCc1nc2oc3ccccc3c(=O)c2c(=O)n1CCc1ccccc1	-11
Cc1cc(C(F)(F)F)nc(CCNC(=O)c2c(O)cccc2O)n1	-26
O=C(c1ccccc1-c1ccccc1)N1CCC(Cn2cc(CO)nn2)CC1	-10
CN(C)[C@@H]1C[C@@H](CO)N(S(=O)(=O)c2ccc3c(c2)NC(=O)CO3)C1	-34
O=C1OC(c2cccc(OC(F)F)c2)=NC1=Cc1ccccc1I	-10
CCOC(=O)c1cnn(-c2sc(C(=O)OCC)c(C)c2C(=O)OCC)c1N	8
CCc1ccc(C(=O)NCc2cccnc2OC)s1	3
CC(=O)N1CCN(Cc2cccc(OCC(O)CN3CCCCCC3)c2)CC1 (stereo unspecified)	-9
CCCCc1nnc(NC(=O)CCN2C(=O)C3CC=CCC3C2=O)s1 (stereo unspecified)	-6
COc1ccc2nc(SCc3nc4ccccc4s3)[nH]c2c1	7
COc1cc(NC(=O)NCC(C)CC(C)O)cc(OC)c1 (stereo unspecified)	-8
N#CC=CN1CCN(Cc2ccc3c(c2)OCO3)CC1	40
COC(=O)C1CCN(C(=O)C2CCC(=O)N(CCCc3ccccc3)C2)CC1 (stereo unspecified)	-4
CC1CCN(Cc2nnnn2CCCC(=O)NC(C)c2nccs2)CC1 (stereo unspecified)	1
C=C1c2cc3c(cc2NC(=S)N1c1cccc(C(F)(F)F)c1)OCO3	2
COc1ccc(N2CCN(Cc3ccncc3)C(C)C2=O)cc1 (stereo unspecified)	-14
Cc1cc(C)n(-c2ccc(NCc3cccc(C(F)(F)F)c3)nn2)n1	5

Grouped by structure, the compounds so far with a Cl atom.
Structure	mcGAS MS inh
OCC1(CCOc2ccccc2)CCN(Cc2cc(Cl)ccc2O)CC1	-9
CSc1nc(NC(C)C)c2cnn(CCNC(=O)c3c(F)cccc3Cl)c2n1	-11
Cc1nn(C(=O)CNS(=O)(=O)c2ccc(Cl)cc2)c(C)c1Sc1ccc(Cl)cc1	-6
O=C(c1cnc[nH]1)N1CCC(=Cc2cc(Cl)ccc2Cl)CC1	-14
O=C(c1cc(C(F)(F)F)ccc1Cl)N1CC[C@@H](N2CCC(O)CC2)[C@H](O)C1	-8

Carrying on.
Structure	mcGAS MS inh
CCN1CC2=C(N=C(N)C(C#N)C2c2ccc(SC)cc2)/C(=C/c2ccc(SC)cc2)C1 (stereo unspecified)	-3
CN(Cn1nc(C2CC2)n(C)c1=S)CC12CC3CC(CC(C3)C1)C2	-24
Cc1cc(C)nc(SCc2cc(=O)n3[nH]c(C)c(-c4ccccc4)c3n2)n1	-10
O=C1c2cccc([N+](=O)[O-])c2C(=O)N1c1cccc(Cl)c1Cl	-1
Cc1nc(N2CCCCCCC2)ncc1C(C)NC(=O)c1ccnn1C (stereo unspecified)	-8
O=C(OC1CCCCC1O)c1ccc(Br)o1 (stereo unspecified)	-7
CC(C#N)OC(=O)c1ccc(Cl)cc1O (stereo unspecified)	-8
Cc1cnc(NCC2CN(S(C)(=O)=O)CCO2)nc1N(C)C (stereo unspecified)	1
COc1cccc(-n2nnc3c(=O)n(CC(=O)OCc4ccccc4)cnc32)c1	5
CCn1c(C2CCCN(C(=O)c3ccc(-n4ccnc4)cc3)C2)nn(C)c1=O (stereo unspecified)	-3
CNC(=S)NNC(=O)CSCc1cccc(C)c1	-10
COc1ccc(CN2CCC3(CCNCC3)C2)cc1Cn1cncn1	-4
Cc1cc(NC(=O)c2cc(-c3ccco3)on2)no1	12
O=C(/C=C/c1cccs1)N(CCN1CCOCC1)c1nc2ccc(Cl)cc2s1	-6
CCc1cccc(N2CC(C(=O)Nc3cccc(C)c3C)CC2=O)c1 (stereo unspecified)	-2
COc1cccnc1NC(=O)CNC(=O)OCC(F)(F)F	-8

Structures above that have a COOH group:
Structure	mcGAS MS inh
CCSc1nc2ccccc2n1CC(=O)O	-3
CCOc1cc(CC(=O)N[C@@H](CC(C)C)c2ccccc2N2CCCCC2)ccc1C(=O)O	-6&2
CC(C)N(CCC(=O)O)c1nc(Cc2ccccc2)ns1	-2

Additional entries follow.
Structure	mcGAS MS inh
O=C(COc1ccc(Nc2ccccc2)cc1)OCC(=O)N1CCOCC1	-7
CCOCCn1c(N2CCC(Cc3ccccc3)CC2)nc2c1c(=O)[nH]c(=O)n2C	-16
COc1cn2c(cc1=O)C(=O)N(CCNC(=O)CC1CCCC1)CC2	-7
O=C(O)C1=CCCCc2ccccc21	-5
CC(C)c1ccc(-c2nccn2CCn2ccnn2)cc1	-26
O=C(CNS(=O)(=O)c1ccc(OC(F)F)c(Cl)c1)N1CCCCC1	-7
Cc1ccc(NS(=O)(=O)c2ccc(N3CC(C(=O)O)CC3=O)cc2)c(Cl)c1 (stereo unspecified)	-4
CCCCNC(=O)NS(=O)(=O)c1ccc(C)cc1	-11&-5
CCNC(=O)C1(C)CCCN(Cc2cc(C(F)(F)F)ccc2Cl)C1 (stereo unspecified)	-3
CCOc1ccc(CN(C(=O)c2ccc(CO)cc2)C2CC2)cc1	-18
N#CC1(NC(=O)CCc2nc(-c3cccs3)no2)CCCCC1	-17
CCC1CN(C(=O)CNC(=O)N(C)C)CCC(=O)N1Cc1ccccc1 (stereo unspecified)	-5
Nc1ccccc1COc1ccccc1	-26
CS(=O)(=O)Nc1nc(CC(=O)NC2CCS(=O)(=O)C2)cs1 (stereo unspecified)	-4
CSCC1CCN(CCC(=O)Nc2cc(N)ccc2F)C1 (stereo unspecified)	-2
COc1ccccc1CCNC(=O)c1coc(CN2CCN(Cc3ccc([N+](=O)[O-])cc3)CC2)n1	-8

Quoted from the listing:
Under mcGAS MS inh, `OCC1(CCOc2ccccc2)CCN(Cc2cc(Cl)ccc2O)CC1` reads -9
Under mcGAS MS inh, `CSCC1CCN(CCC(=O)Nc2cc(N)ccc2F)C1` (stereo unspecified) reads -2
Under mcGAS MS inh, `Cc1noc(C(C)C)c1C(=O)NCc1cccc(C#N)c1` reads 6
Under mcGAS MS inh, `CC(C#N)OC(=O)c1ccc(Cl)cc1O` (stereo unspecified) reads -8

(more compounds)
Structure	mcGAS MS inh
Cc1nc2ncnc(N)n2n1	-2
O=S(=O)(c1ccccc1)c1ccc2c(c1)Oc1ccccc1N2	-8
O=C1CCC(C(=O)N2CCN(C3CCCC3)C(=O)C2)CN1CCN1CCOCC1 (stereo unspecified)	-16
CC1CN(Cc2csc(-c3ncccn3)n2)c2ccccc2O1 (stereo unspecified)	-1
Cc1ccc2[nH]c(CCNC3CCN(Cc4ccco4)CC3)nc2c1C	-10
CCc1ccc(C(NC(=O)CN(C)S(C)(=O)=O)C(C)(C)C)o1 (stereo unspecified)	-4
CC1(C)CCCC(C)(C)C(=N/N)/C1=N\N	-2
Cc1sc2nc(CN3CCCCC3)nc(N)c2c1C	3
Cc1cc(C(C)(C)C)cc(C)c1S(=O)(=O)NC(C)CC#N (stereo unspecified)	6
Cc1cnc(C(=O)NC2CCCc3nc(-c4ccccc4)ncc32)cn1 (stereo unspecified)	-5
O=C(NCCCC(=O)N1CCOC(COCc2ccc(F)cc2Cl)C1)OCc1ccccc1 (stereo unspecified)	-4
Cc1ccc(NC(=O)C(=O)NCC2CCN(C)CC2)cc1C	-7
S=C(NCCN1CCOCC1)NNc1c(Cl)cc(Cl)cc1Cl	50
CN(CCOc1ccc(Br)cc1)Cc1cscn1	-8
CCCCN(C)C(=O)C(=O)Nc1cccc(-c2n[nH]c(C3CC3)n2)c1	-2
O=C(O)CN1C(=O)/C(=C\c2cc(Br)c(Oc3ccc(C(F)(F)F)cc3[N+](=O)[O-])c(Br)c2)SC1=S	-5
O=C(CCCCCn1c(=S)[nH]c2cc3c(cc2c1=O)OCO3)N1CCN(C2CCCCC2)CC1	-7

Some of the compounds tested; rates above refer to the full screens.
